mIAP act – increases mouse intestinal alkaline phosphatase activity | AID 2805 | activation factor at 10 µM | muIAP, CDP-Star luminescence, 30 min; hits give high values; 1 = vehicle-only enzyme signal, 0 = enzyme-free wells | 330,000 tested, 0.24% active;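 active means activation factor of at least 2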; further: the source names both 10 and 20 µM as test concentration; values of inactives mirror those of a sister screen read the other way
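Assay system: mouse IAP enzyme; Reagent: CDP-Star chemiluminescent phosphatase substrate; Compound: DMSO-dissolved test compounds; Incubation: 30 min, room temperature; Technique: luminescence from enzymatic CDP-Star hydrolysis; Controls: DMSO-only wells and no-enzyme negative control.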
hIAP act – human IAP activation; purified human IAP, CDP-Star luminescence, 30 min; hits give high values; 1 = vehicle-only enzyme, 0 = enzyme-free background; P09923; activation factor at 10 µM; 330,000 tested, 0.16% active;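 active means activation factor of the enzyme at least 2-fold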; further: the source names both 10 and 20 µM as test concentration; values of inactives mirror those of a sister screen read the other way
Target sequence (P09923 whole entry, looked up): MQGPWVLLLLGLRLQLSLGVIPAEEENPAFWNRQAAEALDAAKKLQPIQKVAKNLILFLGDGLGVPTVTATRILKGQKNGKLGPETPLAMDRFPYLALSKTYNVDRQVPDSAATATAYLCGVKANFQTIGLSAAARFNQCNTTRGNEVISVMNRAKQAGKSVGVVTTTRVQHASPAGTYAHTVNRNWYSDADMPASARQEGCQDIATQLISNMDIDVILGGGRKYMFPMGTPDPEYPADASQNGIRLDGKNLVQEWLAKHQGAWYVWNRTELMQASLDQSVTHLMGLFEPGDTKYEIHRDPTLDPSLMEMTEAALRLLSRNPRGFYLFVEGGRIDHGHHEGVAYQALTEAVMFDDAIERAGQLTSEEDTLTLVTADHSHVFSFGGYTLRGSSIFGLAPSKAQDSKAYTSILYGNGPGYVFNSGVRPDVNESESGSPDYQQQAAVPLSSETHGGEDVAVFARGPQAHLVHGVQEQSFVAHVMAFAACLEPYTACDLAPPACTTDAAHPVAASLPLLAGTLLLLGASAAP
MIN6 prolif – MIN6 beta-cell proliferation induction; MIN6 cells proliferation, ATPlite luminescence, 48 h; cells starved in 0.2% serum; 100% = growth in 10% serum; proliferation, % at 10 µM; 330,000 tested, 0.29% active; AID 2380;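 active means compounds whose signal lies at least 3.5 SD above the mean of all wells on their plate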;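 further: 0% = DMSO-treated cells in low-serum medium and 100% = 10% serum control; some compounds called inactive have numbers as strong as hits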
MPTP inh – blocks calcium-induced mitochondrial swelling | isolated mouse mitochondria, Ca2+ swelling absorbance, 30 min | inhibition, % at 10 µM | 360,000 tested, 1.4% active;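 active means inhibition of 50% or more, scaled per plate between neutral and stimulator controls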;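 further: 0% = DMSO wells given calcium and 100% = 1 mM EGTA wells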
APOBEC3G inh – APOBEC3G (human) deaminase inhibition. 330,000 tested, 0.28% active. Q9HC16. recombinant A3G, ssDNA deamination FAM/TAMRA fluorescence. inhibition, % at 20 µM;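 active means inhibition of at least 40% at 20 µM, with no more than 30% in the related APOBEC3A deaminase screen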;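 further: plate controls were DMSO wells with A3G for no effect and wells lacking A3G enzyme for full effect; some compounds called inactive have numbers as strong as hits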
hIAP inh – blocks human intestinal alkaline phosphatase; purified IAP, CDP-Star luminescence, 30 min; 330,000 tested, 0.12% active; inhibition, % at 10 µM; P09923;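 active means inhibition reaching a set limit with compound at 10 µM in the primary screen, cut at about 35% in these data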;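 further: plate controls were DMSO wells with enzyme for no effect and no-enzyme buffer wells for full effect; values of inactives mirror those of a sister screen read the other way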
mIAP inh – mouse IAP inhibition; purified mouse IAP, CDP-Star luminescence, 30 min; inhibition, % at 10 µM; 330,000 tested, 0.2% active;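 active means inhibition of at least 40% at 10 µM in the primary screen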;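 further: plate controls were DMSO with enzyme for no effect and no enzyme wells for full effect; values of inactives mirror those of a sister screen read the other way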
APOBEC3A inh – inhibitors of human APOBEC3A DNA deaminase; P31941; recombinant A3A, FAM/TAMRA ssDNA deamination fluorescence; inhibition, % at 20 µM; AID 493011; 330,000 tested, 0.41% active;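 active means at least 40% inhibition at 20 µM here, with at most 30% in a related deaminase screen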;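 further: plate controls were A3A with DMSO for no effect and wells lacking A3A enzyme for full effect; some results filed as inactive read as strong as hits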
Target sequence (P31941 whole entry, looked up): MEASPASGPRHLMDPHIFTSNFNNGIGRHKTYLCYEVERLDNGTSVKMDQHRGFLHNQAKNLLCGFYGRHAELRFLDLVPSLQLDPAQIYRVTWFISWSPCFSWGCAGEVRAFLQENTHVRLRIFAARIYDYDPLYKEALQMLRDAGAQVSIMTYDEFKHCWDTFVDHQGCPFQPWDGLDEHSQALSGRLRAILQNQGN
GRIN3A LBD mod – modulators (binders) of human NR3A ligand-binding domain; NR3A LBD differential scanning fluorimetry, Tm shift; 0% = protein alone, 100% = glycine-bound protein; Tm shift relative to glycine control, % at 25 µM; 340,000 tested, 2.5% active;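 active means melting temperature shift of at least 10% of the positive control shift, at one fixed dose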
* = called active by the depositor; x = no result given.

SMILES | mIAP act | hIAP act | MIN6 prolif | MPTP inh | APOBEC3G inh | hIAP inh | mIAP inh | APOBEC3A inh | GRIN3A LBD mod
O=C(NCCc1ccc2c(c1)OCCO2)c1ccccn1 | 0.96 | 0.95 | -4 | -1.1 | -10 | 5 | 4 | 1 | 1
Cc1ccc(C(=O)N(CCC2=CCCCC2)c2c(N)n(Cc3ccccc3)c(=O)[nH]c2=O)o1 | 0.97 | 1.1 | 0 | -0.5 | -6 | -8 | 3 | -4 | 1
CC12CN3CC(C)(CN(C1)C3c1ccc(Br)cc1)C2=O (stereo not given) | 1 | 0.89 | -2 | 0.0 | -1 | 11 | -1 | 0 | 1
CS(=O)(=O)Nc1ccccc1C(=O)OCC(=O)N1CCC(c2ccccc2)=N1 | 1.1 | 0.92 | 0 | -0.5 | 0 | 8 | -10 | 0 | 3
O=C(CSc1ccccc1)N1CCCC(N2CCN(c3ccc(F)cc3)CC2)C1 (stereo not given) | 1 | 1 | -1 | 0.2 | -5 | 0 | -2 | -3 | 2
O=C(NCC1CCCO1)C1CC(c2ccc(Cl)c(Cl)c2)=NO1 (stereo not given) | 1 | 1.1 | 1 | 6.2 | -1 | -8 | -4 | 1 | 1
CN1C(=O)/C(=C\c2ccco2)N=C1c1ccc(Cl)cc1Cl | 0.98 | 1.1 | -6 | 0.4 | 0 | -14 | 2 | -2 | 0
COc1ccc(NC(=O)NCCCN2CCC(Cc3ccccc3)CC2)cc1 | 1.7 | 1.3 | -4 | 0.5 | -3 | -27 | -71 | -7 | 0
O=C(N/N=C/c1cccc2nccnc12)c1ccncc1 | 1 | 0.82 | 4 | 0.3 | 0 | 18 | -5 | -2 | -1
CC1(N2CCCCC2)C(=O)c2ccccc2C1=O | 0.92 | 0.96 | -1 | 0.6 | -5 | 4 | 8 | -2 | -2
COc1ccc(Cl)cc1NC(=S)N1CCN(c2ccccn2)CC1 | 0.96 | 1 | 1 | 0.6 | -5 | -4 | 4 | -1 | 2
COc1ccc(Cl)cc1NC(=O)CN(C)Cc1ccc(OC)c(OC)c1 | 1 | 1.2 | -4 | 0.9 | -9 | -15 | -3 | -3 | 1
Cc1ccc(S(=O)(=O)Nc2ccc(Cl)cc2C(=O)c2ccc(F)cc2)cc1 | 0.94 | 1.1 | -6 | 2.3 | 2 | -6 | 6 | 3 | -6
Cn1c(=O)[nH]c(=O)c2c1nc(N1CCNCC1)n2Cc1ccccc1Cl | 0.99 | 0.76 | -2 | 0.0 | -8 | 24 | 1 | 1 | -5
O=C(N/N=C/c1cnc(N2CCCCC2)s1)c1ccc(Cl)cc1 | 0.98 | 1.1 | 1 | 0.2 | -3 | -7 | 2 | 0 | -3
CC1Cc2nc(SCC(=O)Nc3ccccc3F)n(C)c(=O)c2S1 (stereo not given) | 1.1 | 1.1 | -3 | -4.5 | -5 | -11 | -7 | 0 | -1
Cc1cccc(CCNC(=O)Cc2ccc(NC3=NC4CS(=O)(=O)CC4S3)cc2)c1 (stereo not given) | 1 | 0.9 | 2 | -2.6 | -9 | 10 | -4 | -6 | 4
COC(=O)CNC(=O)c1cccc(F)c1 | 1.1 | 0.94 | -2 | 0.4 | 3 | 6 | -8 | 4 | 0
Cc1ccsc1/C=C(/C#N)C(=O)NCc1ccccc1 | 0.92 | 0.9 | 1 | -0.6 | -5 | 10 | 8 | 1 | 3
Cc1cc(C)c(C)c(S(=O)(=O)N2CCN(C(=O)CCC(=O)N3CCOCC3)CC2)c1C | 0.98 | 0.9 | -3 | 3.2 | -8 | 10 | 2 | -1 | -1
COCC(=O)Oc1c(S(=O)(=O)c2ccc(C)cc2)c(C)nn1-c1ccccc1 | 1 | 1.1 | -2 | -0.1 | -7 | -9 | -1 | -5 | -13
O=C(COC(=O)C1=COCCO1)Nc1ccc(OC(F)F)cc1 | 1.1 | 0.95 | -2 | 0.8 | -7 | 5 | -7 | -3 | 1
O=C(Nc1cccc(Cl)c1)c1nc[nH]c1C(=O)N1CCN(c2ccccc2)CC1 | 0.95 | 1.3 | -5 | 2.6 | -7 | -31 | 5 | -3 | -9
CN(C)S(=O)(=O)c1ccc(Cl)c(NC(=O)COC(=O)CC(NC(N)=O)c2ccc(Cl)cc2)c1 (stereo not given) | 1 | 1.1 | -2 | 0.4 | -3 | -12 | -3 | 0 | 0
O=C(CC(c1ccccc1)c1ccccc1)OCn1nnc2ccccc2c1=O | 0.96 | 0.86 | 0 | 1.0 | 1 | 14 | 4 | 7 | -11
CCC1CCCCN1CCCNC(=O)Cn1c2ccccc2c2nc(=O)cc(C)n21 (stereo not given) | 0.95 | 0.72 | -2 | -0.4 | -3 | 28 | 4 | -1 | 1
NC(=S)c1cc2cc(Cl)ccc2oc1=O | 0.64 | 1 | -1 | 1.7 | -3 | -2 | 36 | -3 | -1
O=C(NCCc1ccccc1)c1ccncc1 | 0.98 | 1 | 0 | x | -3 | -3 | 2 | -3 | x
CCc1nn(CC(=O)NCCCN2CCc3ccccc3C2)c(=O)c2cc3sccc3n12 | 0.95 | 0.81 | -4 | -0.4 | -8 | 19 | 5 | 3 | 1
Cc1nn(-c2ccccc2)c(C)c1C(=O)OC(C)C(=O)NC1CCCCC1 (stereo not given) | 0.93 | 0.99 | -2 | 3.2 | 1 | 0 | 7 | 1 | -6
COCCNC(=O)C(c1ccc(Cl)cc1)N(CCOC)C(=O)CCC(=O)Nc1ccccn1 (stereo not given) | 0.97 | 1 | -3 | -1.9 | -9 | -3 | 3 | -3 | -1
CCOC(=O)c1sc(NC(=O)c2ccc3ncsc3c2)nc1C | 0.95 | 1 | 0 | -0.8 | 0 | 0 | 5 | 4 | 2
Cc1cccc(NCc2nnc(-c3ccccc3)o2)c1C | 0.95 | 1 | 2 | 5.4 | -1 | -4 | 5 | 3 | -1
C[C@H]1CN([C@@H](C)CO)C(=O)Cc2cc(NS(=O)(=O)c3cccs3)ccc2O[C@H]1CN(C)S(=O)(=O)c1cn(C)cn1 | 1.1 | 1.2 | 1 | 0.0 | -9 | -23 | -8 | -3 | 0
O=C(COc1ccccc1)Nc1nc2cc3c(cc2s1)OCCO3 | 0.95 | 1 | -2 | 1.6 | 3 | -3 | 5 | 2 | 2
Cc1cccc(C(=O)Nc2ccccc2C(=O)OCC(=O)Nc2ccc(C#N)cc2)c1 | 0.99 | 0.9 | -2 | 77* | -1 | 10 | 1 | -2 | 15*
Cc1cc(C)cc(NC(=O)CCc2ccc(C)o2)c1 | 0.65 | 1 | -2 | -1.0 | -1 | 0 | 35 | -8 | 1
O=C(Nc1ccc2c(c1)OCCO2)C1CCN(C(=O)c2ccc(Br)cc2)CC1 | 1 | 0.96 | -2 | 2.3 | -10 | 4 | -1 | -6 | 4
O=C(O)c1cccc(S(=O)(=O)NNc2ccccc2C(F)(F)F)c1 | 1.1 | 1.1 | -1 | -1.4 | 20 | -15 | -7 | 10 | 1
CCOc1ccc(-c2nc(C#N)c(N3CCN(Cc4ccccc4)CC3)o2)cc1 | 1.1 | 1.1 | -3 | 1.6 | -9 | -14 | -7 | 0 | 0
CNc1cc(CS(=O)c2ccccc2)nc(-c2ccccc2)n1 (stereo not given) | 1 | 0.87 | 0 | -0.5 | -3 | 13 | 0 | -1 | -1
Cc1ccc(C2=N/C(=C/N3CCOCC3)C(=O)O2)cc1 | 1.1 | 1.1 | -4 | -1.0 | -6 | -8 | -8 | 35 | -1
COc1cc(C(=O)OCC(=O)c2cc(C)n(C)c2C)cc(NC(=O)c2ccco2)c1OC | 1 | 1 | -1 | 3.8 | -6 | -3 | -3 | -4 | 3
Cc1cccc(OCCCn2c(=O)sc3ccccc32)c1 | 0.91 | 1 | -1 | 0.8 | 1 | -2 | 9 | -1 | 4
Cn1c(/C(C#N)=C(\O)c2ccccc2Cl)nc2ccccc21 | 0.92 | 0.96 | 0 | 2.1 | 1 | 4 | 8 | -1 | -6
COC(=O)c1cc(CNC(=O)c2cccc(Cl)c2Cl)ccc1OC | 1.1 | 0.84 | 2 | x | -3 | 16 | -7 | -1 | x
CCCC(=O)Oc1ccc(N(C(=O)CCC)S(=O)(=O)c2cccs2)cc1 | 0.9 | 0.97 | -2 | -0.4 | -4 | 3 | 10 | 0 | -2
CCN(CC)S(=O)(=O)c1cc(OCC(N)=O)c(C)cc1Cl | 1 | 0.85 | 0 | -1.6 | 1 | 15 | -1 | 0 | 0
O=C(c1cnc2sccn2c1=O)N(Cc1ccccc1)c1ccccn1 | 1.1 | 1 | -2 | -0.6 | -4 | 0 | -10 | -2 | -1
O=S(=O)(Nc1ccccc1)c1ccc(NS(=O)(=O)c2c(F)cccc2F)cc1 | 0.94 | 0.93 | 0 | 1.6 | -6 | 7 | 6 | 1 | -7
O=C(CCCN1C(=O)CCC1=O)Nc1ccc2c(c1)OCCO2 | 0.97 | 0.94 | -1 | -1.3 | -8 | 6 | 3 | -7 | 0
Cc1nn(C)c(NC(=O)c2ccc(Cl)cc2Cl)c1Br | 0.95 | 0.96 | 5 | 0.5 | -6 | 4 | 5 | 1 | 3
COc1ccc(CCNC(=O)CSc2nc(=O)[nH]c3c2CCC3)cc1OC | 0.99 | 1.1 | -1 | 0.0 | -6 | -6 | 1 | 3 | 1
CC(=O)Oc1c(S(=O)(=O)c2ccc(C)cc2)c(C)nn1-c1ccccc1 | 0.98 | 1.1 | -2 | 1.0 | -9 | -10 | 2 | -3 | 2

Compound profiles (already shown). Order of values: mIAP act	hIAP act	MIN6 prolif	MPTP inh	APOBEC3G inh	hIAP inh	mIAP inh	APOBEC3A inh	GRIN3A LBD mod
CNc1cc(CS(=O)c2ccccc2)nc(-c2ccccc2)n1 (stereo not given) is listed with 1	0.87	0	-0.5	-3	13	0	-1	-1
CCCC(=O)Oc1ccc(N(C(=O)CCC)S(=O)(=O)c2cccs2)cc1 is listed with 0.9	0.97	-2	-0.4	-4	3	10	0	-2
Cc1ccc(C2=N/C(=C/N3CCOCC3)C(=O)O2)cc1 is listed with 1.1	1.1	-4	-1.0	-6	-8	-8	35	-1
Cc1cccc(OCCCn2c(=O)sc3ccccc32)c1 is listed with 0.91	1	-1	0.8	1	-2	9	-1	4
Cn1c(/C(C#N)=C(\O)c2ccccc2Cl)nc2ccccc21 is listed with 0.92	0.96	0	2.1	1	4	8	-1	-6

Compound activity as filed in PubChem BioAssay.
